Source: PubChem BioAssay
LYPLA2 inh = counter-screen for PME1 inhibitors: inhibitors of human LYPLA2; 320,000 tested, 0.38% active; recombinant LYPLA2, FP-Rh probe fluorescence polarization; AID 2177; inhibition, % at 5.9 µM; O95372;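 active = inhibition above the screen-wide mean plus 3 SD, limit set per campaign, cut at about 26% in these data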;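 note: 0% = LYPLA2 with DMSO and 100% = wells lacking LYPLA2 enzyme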
Target sequence (O95372 whole entry, looked up): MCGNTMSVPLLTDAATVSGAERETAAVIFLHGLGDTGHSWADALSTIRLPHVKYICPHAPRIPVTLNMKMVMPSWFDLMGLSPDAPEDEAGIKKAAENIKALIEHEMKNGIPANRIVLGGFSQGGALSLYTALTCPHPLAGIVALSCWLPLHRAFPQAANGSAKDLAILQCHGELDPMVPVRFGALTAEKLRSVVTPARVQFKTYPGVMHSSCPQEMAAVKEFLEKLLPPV
PAFAH1B2 FP inh = blocks human PAF acetylhydrolase 1b catalytic subunit 2; inhibition, % at 3.39 µM; AID 492953; 340,000 tested, 1.2% active; recombinant PAFAH1B2, FP-rhodamine activity probe, fluorescence polarization;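 active = inhibition above the mean of all tested compounds plus 3 SD, cut at about 24% in these data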;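 note: 0% = enzyme with DMSO and 100% = wells lacking PAFAH1B2; many of its hits are not listed in these tables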
Target sequence (P68402 whole entry, looked up): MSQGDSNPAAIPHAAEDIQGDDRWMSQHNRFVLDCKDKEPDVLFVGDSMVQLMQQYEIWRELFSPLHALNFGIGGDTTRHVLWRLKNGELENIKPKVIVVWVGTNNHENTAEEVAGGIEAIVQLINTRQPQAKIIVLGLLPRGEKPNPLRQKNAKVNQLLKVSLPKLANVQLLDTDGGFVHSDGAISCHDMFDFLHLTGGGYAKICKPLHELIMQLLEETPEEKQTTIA
PAFAH1B3 inh = PAFAH1B3 (human) inhibition; Q15102; recombinant PAFAH1B3, FP-rhodamine probe, fluorescence polarization; inhibition, % at 3.39 µM; 340,000 tested, 0.28% active; AID 492972;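 active = inhibition above the screen-wide average of all tested compounds plus 3 SD, cut at about 25% in these data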;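 note: 0% = enzyme with DMSO only and 100% = wells lacking PAFAH1B3 protein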
Target sequence (Q15102 whole entry, looked up): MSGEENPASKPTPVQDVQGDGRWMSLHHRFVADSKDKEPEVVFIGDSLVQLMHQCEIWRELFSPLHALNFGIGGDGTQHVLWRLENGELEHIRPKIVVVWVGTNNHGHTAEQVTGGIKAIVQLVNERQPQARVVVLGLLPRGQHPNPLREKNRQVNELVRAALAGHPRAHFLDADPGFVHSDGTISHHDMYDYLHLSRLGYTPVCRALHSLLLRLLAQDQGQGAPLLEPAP
GSTO1 inh = blocks human GSTO1 in RBBP9 counter-screen; 300,000 tested, 1.1% active; recombinant GSTO1, activity-based probe fluorescence polarization; inhibition, % at 5.96 µM; P78417;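 active = inhibition above the campaign mean inhibition plus 3 SD, cut at about 35% in these data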;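 note: 0% = GSTO1-1 with DMSO and 100% = wells lacking GSTO1-1 enzyme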
Target sequence (P78417 whole entry, looked up): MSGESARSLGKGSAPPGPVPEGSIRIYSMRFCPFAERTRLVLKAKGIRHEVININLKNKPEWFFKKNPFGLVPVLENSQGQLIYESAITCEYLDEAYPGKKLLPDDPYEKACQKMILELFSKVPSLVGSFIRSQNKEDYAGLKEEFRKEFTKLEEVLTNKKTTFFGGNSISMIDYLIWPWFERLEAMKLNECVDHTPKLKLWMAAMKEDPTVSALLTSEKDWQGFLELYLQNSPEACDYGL
pPAFAH FP inh = pPAFAH (human) enzyme inhibition; Q13093; inhibition, % at 3.39 µM; 330,000 tested, 1.5% active; recombinant pPAFAH, FP-rhodamine probe fluorescence polarization; AID 463082;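 active = inhibition above the mean inhibition across the screen plus 3 SD, cut at about 25% in these data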;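 note: inhibitors block binding of the rhodamine activity-based probe so polarization drops; 0% = enzyme with DMSO and 100% = wells lacking pPAFAH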
PME-1 inh = PME-1 (human) inhibition; recombinant PME-1, FP-Rh probe fluorescence polarization; inhibition, % at 5.9 µM; 320,000 tested, 0.53% active; Q9Y570;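 active = inhibition above the campaign mean of all compounds plus 3 SD, cut at about 26% in these data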;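 note: competitive labeling of PME-1 active site by serine hydrolase directed probe; 0% = PME-1 with DMSO and 100% = wells lacking PME-1 enzyme; inhibitors block probe labeling so polarization falls and inhibition rises; many of its hits are not listed in these tables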
LYPLA1 inh = LYPLA1 (human) inhibition in PME1 counter-screen. recombinant LYPLA1, FP-Rh probe fluorescence polarization. 320,000 tested, 0.16% active. inhibition, % at 5.9 µM. AID 2174;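 active = inhibition above the mean of all tested compounds plus 3 SD, set per campaign, cut at about 14% in these data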;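 note: inhibitors block serine hydrolase probe labeling of LYPLA1 so polarization falls; 0% = enzyme with DMSO and 100% = wells lacking LYPLA1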
PAFAH2 inh = PAFAH2 (human) inhibition; recombinant PAFAH2, FP-rhodamine activity probe, fluorescence polarization; inhibition, % at 3.39 µM; AID 492956; 340,000 tested, 0.99% active; Q99487;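 active = inhibition above the mean over all tested compounds plus 3 SD, cut at about 30% in these data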;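 note: inhibitors block probe labeling of enzyme so polarization drops; 0% = enzyme with DMSO and 100% = wells lacking PAFAH2 protein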
PAD4 inh = PAD4 (human) enzyme inhibition; Q9UM07; recombinant PAD4, RCA probe fluorescence polarization; inhibition, % at 6.36 µM; 330,000 tested, 0.41% active; AID 485272;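 active = percent inhibition above a cutoff equal to the mean of all tested compounds plus 3 SD, cut at about 15% in these data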;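 note: 0% = PAD4 with RCA probe and DMSO and 100% = probe without PAD4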
The depositor's hits bear a star. The list is partial, so the mix of outcomes need not match the whole.

COc1ccc(/C(N)=N/OC(=O)CCCc2ccccc2)cc1OC was read as LYPLA2 inh 6, PAFAH1B2 FP inh 12, PAFAH1B3 inh 4, GSTO1 inh -2, pPAFAH FP inh 10, PME-1 inh -2, LYPLA1 inh 0, PAFAH2 inh 6 and PAD4 inh -2.
Cc1cccc(CCNC(=O)c2nnc(Cc3ccc(Cl)cc3)o2)c1 was read as LYPLA2 inh 7, PAFAH1B2 FP inh 6, PAFAH1B3 inh 6, GSTO1 inh 9, pPAFAH FP inh 8, PME-1 inh 5, LYPLA1 inh 3, PAFAH2 inh 1 and PAD4 inh -3.
Screening COc1ccc(NC(=O)c2cccc(NC(=O)C3C4CC5OC(=O)C3C5C4)c2)c(OC)c1 (configuration not stated) returned LYPLA2 inh 4, PAFAH1B2 FP inh 0, PAFAH1B3 inh 6, GSTO1 inh 10, pPAFAH FP inh -4, PME-1 inh -7, LYPLA1 inh -1, PAFAH2 inh -2 and PAD4 inh -3.
Screening CC(=O)Nc1ccc(S(=O)(=O)N(Cc2ccccc2)c2ccccc2)cc1 returned LYPLA2 inh -12, PAFAH1B2 FP inh 10, PAFAH1B3 inh 20, GSTO1 inh 3, pPAFAH FP inh 1, PME-1 inh 1, LYPLA1 inh -10, PAFAH2 inh 8 and PAD4 inh 0.
CCOC(=O)CN1NC2(CCC(C)CC2)NC1=S (configuration not stated) was read as LYPLA2 inh -6, PAFAH1B2 FP inh 10, PAFAH1B3 inh 5, GSTO1 inh -6, pPAFAH FP inh -4, PME-1 inh -3, LYPLA1 inh -3, PAFAH2 inh 0 and PAD4 inh -4.
`Cc1ccc2nccc(C(=O)N3CCCC(Nc4ccc(F)cc4)C3)c2c1` (configuration not stated) gave LYPLA2 inh -1, PAFAH1B2 FP inh 8, PAFAH1B3 inh 11, GSTO1 inh 1, pPAFAH FP inh -1, PME-1 inh 1, LYPLA1 inh 4, PAFAH2 inh 6 and PAD4 inh -1.
Cc1ccc(Sc2oc(/C=N/n3cnnc3)cc2Br)cc1 was read as LYPLA2 inh 10, PAFAH1B2 FP inh 12, PAFAH1B3 inh 6, GSTO1 inh 5, pPAFAH FP inh 0, PME-1 inh -1, LYPLA1 inh -1, PAFAH2 inh 5 and PAD4 inh 2.
For Oc1c(Cl)cc(Cl)cc1/C=C/c1ccc2cccc(O)c2n1 the results were LYPLA2 inh -8, PAFAH1B2 FP inh 1, PAFAH1B3 inh 11, GSTO1 inh -2, pPAFAH FP inh 51*, PME-1 inh 6, LYPLA1 inh -6, PAFAH2 inh 14 and PAD4 inh -5.
CCN(Cc1ccccc1)S(=O)(=O)c1ccc(C(=O)Nc2nnc(C3CC3)o2)cc1 was read as LYPLA2 inh 2, PAFAH1B2 FP inh 9, PAFAH1B3 inh 7, GSTO1 inh 1, pPAFAH FP inh 20, PME-1 inh 2, LYPLA1 inh 2, PAFAH2 inh -6 and PAD4 inh -3.
`Cc1cc(C(=O)OCC(=O)Nc2ccc(S(=O)(=O)N3CCOCC3)cc2)c(C)o1` gave LYPLA2 inh -4, PAFAH1B2 FP inh 3, PAFAH1B3 inh -2, GSTO1 inh -8, pPAFAH FP inh 3, PME-1 inh -2, LYPLA1 inh -4, PAFAH2 inh 1 and PAD4 inh -2.
For COc1ccc(CCC(=O)N2CCCSC2=Nc2ccc(C(C)=O)cc2)cc1 the results were LYPLA2 inh -3, PAFAH1B2 FP inh 4, PAFAH1B3 inh 0, GSTO1 inh -1, pPAFAH FP inh 4, PME-1 inh 7, LYPLA1 inh 2, PAFAH2 inh 8 and PAD4 inh 0.
For CCC(=O)N1CCCC(C(=O)c2ccc(-c3ccccc3)cc2)C1 (configuration not stated) the results were LYPLA2 inh 4, PAFAH1B2 FP inh 3, PAFAH1B3 inh 9, GSTO1 inh -1, pPAFAH FP inh 3, PME-1 inh -5, LYPLA1 inh 0, PAFAH2 inh -1 and PAD4 inh -2.
Screening CS(=O)(=O)N(CC(=O)Nc1ccc(S(=O)(=O)N2CCCC2)cc1)c1ccccc1F returned LYPLA2 inh 2, PAFAH1B2 FP inh 0, PAFAH1B3 inh 4, GSTO1 inh -2, pPAFAH FP inh 6, PME-1 inh -4, LYPLA1 inh 0, PAFAH2 inh 8 and PAD4 inh 1.
COc1ccc(Cl)cc1C(=O)NNC(=O)CSc1nnc2ccccn12 was read as LYPLA2 inh -1, PAFAH1B2 FP inh 5, PAFAH1B3 inh 5, GSTO1 inh -10, pPAFAH FP inh 1, PME-1 inh 2, LYPLA1 inh 0, PAFAH2 inh 1 and PAD4 inh -6.
Cc1cccc(NC(=O)C2CCN(C(=O)c3ccco3)CC2)c1C was read as LYPLA2 inh 1, PAFAH1B2 FP inh 10, PAFAH1B3 inh -7, GSTO1 inh 4, pPAFAH FP inh 6, PME-1 inh -3, LYPLA1 inh 3, PAFAH2 inh 25 and PAD4 inh -1.
For COCCNc1nnc(SCC(=O)Nc2cc(-c3ccccc3)nn2-c2ccccc2)s1 the results were LYPLA2 inh 2, PAFAH1B2 FP inh -2, PAFAH1B3 inh 3, GSTO1 inh 2, pPAFAH FP inh 6, PME-1 inh 1, LYPLA1 inh -3, PAFAH2 inh 1 and PAD4 inh -5.
`CCc1cc2cc(C)c(C)cc2nc1SCC(=O)Nc1cc(C)on1` gave LYPLA2 inh 1, PAFAH1B2 FP inh 1, PAFAH1B3 inh 5, GSTO1 inh -1, pPAFAH FP inh 0, PME-1 inh -8, LYPLA1 inh -4, PAFAH2 inh 4 and PAD4 inh -2.
`Cc1cc(C(=O)COC(=O)c2ccc3c(c2)NC(=O)CS3)c(C)n1CCc1ccc(Cl)cc1` gave LYPLA2 inh -6, PAFAH1B2 FP inh 4, PAFAH1B3 inh 7, GSTO1 inh 0, pPAFAH FP inh -2, PME-1 inh -8, LYPLA1 inh -8, PAFAH2 inh 6 and PAD4 inh -5.
COc1cc(C(=O)NCCCCCCNC(=O)c2cc(OC)c(OC)c(OC)c2)cc(OC)c1OC was read as LYPLA2 inh 6, PAFAH1B2 FP inh -1, PAFAH1B3 inh 6, GSTO1 inh 7, pPAFAH FP inh 0, PME-1 inh 9, LYPLA1 inh 6, PAFAH2 inh -3 and PAD4 inh 0.
Screening Cc1ccc(N2CC(C)Cn3c2nc2c3c(=O)[nH]c(=O)n2C)cc1C (configuration not stated) returned LYPLA2 inh 1, PAFAH1B2 FP inh 0, PAFAH1B3 inh 9, GSTO1 inh -4, pPAFAH FP inh 2, PME-1 inh 5, LYPLA1 inh 2, PAFAH2 inh 0 and PAD4 inh -6.
Screening CSc1ccc(S(=O)(=O)NC2CC3CCC2C3)cc1 (configuration not stated) returned LYPLA2 inh 2, PAFAH1B2 FP inh 9, PAFAH1B3 inh 8, GSTO1 inh 1, pPAFAH FP inh 4, PME-1 inh 3, LYPLA1 inh -1, PAFAH2 inh 9 and PAD4 inh -1.
COc1cccc(NC(=O)NC2CCN(CC(=O)Nc3ccccc3[N+](=O)[O-])CC2)c1 was read as LYPLA2 inh -4, PAFAH1B2 FP inh 2, PAFAH1B3 inh 6, GSTO1 inh -2, pPAFAH FP inh 0, PME-1 inh 0, LYPLA1 inh -6, PAFAH2 inh 4 and PAD4 inh -5.
`CCN(C(=O)CN1C(=O)S/C(=C\c2ccc(F)cc2)C1=O)C1CCS(=O)(=O)C1` (configuration not stated) gave LYPLA2 inh -2, PAFAH1B2 FP inh 2, PAFAH1B3 inh -3, GSTO1 inh 8, pPAFAH FP inh 2, PME-1 inh -4, LYPLA1 inh 4, PAFAH2 inh -13 and PAD4 inh 5.
`Cc1ccc(N2CCN(C(=O)c3ccccc3NC(=O)c3ccccc3C(=O)O)CC2)cc1` gave LYPLA2 inh 3, PAFAH1B2 FP inh 2, PAFAH1B3 inh -4, GSTO1 inh 7, pPAFAH FP inh -1, PME-1 inh 3, LYPLA1 inh 3, PAFAH2 inh -9 and PAD4 inh -2.
O=c1n(Cc2ccccc2)c2cc(Cl)cnc2n1Cc1ccccc1 was read as LYPLA2 inh 3, PAFAH1B2 FP inh 5, PAFAH1B3 inh 3, GSTO1 inh 4, pPAFAH FP inh 6, PME-1 inh -8, LYPLA1 inh -2, PAFAH2 inh 0 and PAD4 inh 2.
For COc1ccc(-n2cc(CNCCc3nc(C)cc(C)n3)c(-c3ccccc3Cl)n2)cc1 the results were LYPLA2 inh 2, PAFAH1B2 FP inh 7, PAFAH1B3 inh 5, GSTO1 inh -8, pPAFAH FP inh -2, PME-1 inh 1, LYPLA1 inh 0, PAFAH2 inh 4 and PAD4 inh -1.
CCOc1cc(N2CCOCC2)c(OCC)cc1NC(=O)COc1ccc2ccc(=O)oc2c1 was read as LYPLA2 inh 5, GSTO1 inh -10, pPAFAH FP inh 4, PME-1 inh 0, LYPLA1 inh 3 and PAD4 inh 0.
`Cc1ccc2c(c1)N(C(=O)CCC(=O)N1CCN(c3ccccn3)CC1)CC(C)O2` (configuration not stated) gave LYPLA2 inh -5, PAFAH1B2 FP inh 7, PAFAH1B3 inh -7, GSTO1 inh -1, pPAFAH FP inh 2, PME-1 inh -2, LYPLA1 inh 3, PAFAH2 inh 5 and PAD4 inh 3.
`Cc1cc(-n2c(SCC(=O)NCc3cccs3)nc3n[nH]c(C)c3c2=N)ccc1Cl` gave LYPLA2 inh -6, PAFAH1B2 FP inh 6, PAFAH1B3 inh 13, GSTO1 inh -5, pPAFAH FP inh 2, PME-1 inh 15, LYPLA1 inh -1, PAFAH2 inh -1 and PAD4 inh -7.
Screening O=C(COC(=O)c1n[nH]c2ccccc12)NC(=O)NC12CC3CC(CC(C3)C1)C2 returned LYPLA2 inh -3, PAFAH1B2 FP inh -1, PAFAH1B3 inh -3, GSTO1 inh -1, pPAFAH FP inh 4, PME-1 inh -8, LYPLA1 inh -3, PAFAH2 inh -7 and PAD4 inh -6.
`Cc1nn(CC(=O)NCc2ccc(Cl)cc2)c(C)c1[N+](=O)[O-]` gave LYPLA2 inh 3, PAFAH1B2 FP inh 3, PAFAH1B3 inh 2, GSTO1 inh 7, pPAFAH FP inh -3, PME-1 inh -6, LYPLA1 inh -3, PAFAH2 inh -5 and PAD4 inh -7.
For COC(=O)c1cn(NC(=O)CCC2CCCC2)c(=O)c2ccccc12 the results were LYPLA2 inh 5, PAFAH1B2 FP inh 4, PAFAH1B3 inh 1, GSTO1 inh 9, pPAFAH FP inh 17, PME-1 inh 2, LYPLA1 inh -2, PAFAH2 inh -7 and PAD4 inh -2.
CC1CC(=O)Nc2ccccc2N1C(=O)CN1C(=O)C(=O)N(C)C1=O (configuration not stated) was read as PAFAH1B2 FP inh 4, PAFAH1B3 inh 13, pPAFAH FP inh -2, PAFAH2 inh 8 and PAD4 inh 1.
For O=C(O)CCC(=O)Nc1ccc(NC(=O)c2ccc(Cl)cc2Cl)c(Cl)c1 the results were LYPLA2 inh -3, PAFAH1B2 FP inh 3, PAFAH1B3 inh 1, GSTO1 inh 1, pPAFAH FP inh 3, PME-1 inh 5, LYPLA1 inh -2, PAFAH2 inh 3 and PAD4 inh 0.
`COc1ccc(C2C=C(C34CC5CC(CC(C5)C3)C4)NC(=S)N2)cc1` (configuration not stated) gave LYPLA2 inh -2, PAFAH1B2 FP inh 5, PAFAH1B3 inh -6, GSTO1 inh 1, pPAFAH FP inh 5, PME-1 inh 0, LYPLA1 inh -3, PAFAH2 inh -2 and PAD4 inh 1.
